Source: PubChem
NR2E3 ag-1 – agonists of human nuclear receptor NR2E3; inhibition of corepressor binding, % at 4.78 µM; 0.12% of 320,000 active; GST-NR2E3/biotin-RetCOR TR-FRET, 1536-well; AID 2300;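 active = percent inhibition above the cutoff of mean plus 3 SD of all tested compounds, set per screening campaign, cut at about 20% in these data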;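 also: 0% = DMSO wells and 100% = biotin wells as full block of FRET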
Target sequence (Q9Y5X4 whole entry, looked up): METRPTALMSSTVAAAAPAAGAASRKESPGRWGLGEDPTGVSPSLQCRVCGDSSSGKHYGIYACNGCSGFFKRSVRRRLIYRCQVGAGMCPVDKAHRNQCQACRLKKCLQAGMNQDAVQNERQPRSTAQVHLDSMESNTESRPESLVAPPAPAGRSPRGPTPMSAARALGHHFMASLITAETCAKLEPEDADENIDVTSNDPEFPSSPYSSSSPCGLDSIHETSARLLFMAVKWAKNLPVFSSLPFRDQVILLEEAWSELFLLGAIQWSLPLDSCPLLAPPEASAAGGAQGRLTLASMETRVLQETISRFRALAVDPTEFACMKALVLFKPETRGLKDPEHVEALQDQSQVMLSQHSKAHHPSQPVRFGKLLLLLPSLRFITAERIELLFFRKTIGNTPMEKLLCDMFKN
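System: GST-NR2E3 and biotin-RetCOR proteins; probe or stimulus: 7 nM biotin-RetCOR; doses: compound at 4.8 µM, single dose; schedule: Compound–protein incubation for 5 h at 4 °C; detection: time-resolved FRET; read-out: percent inhibition; controls: biotin wells as high control, 0.6% DMSO wells as low control; format: 1536-well plates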
CF NFkB block – cystic fibrosis NF-kB activation inhibition. 0.86% of 360,000 active. inhibition, % at 5 µM. KKLEB NF-kB-GFP reporter, PAF-induced, GFP fluorescence overnight;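 active = at least 50% inhibition at 5 µM, scaled per plate between neutral and stimulator controls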;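 also: PAF is a Pseudomonas aeruginosa culture filtrate used as stimulus; plate controls were PAF-stimulated DMSO wells for no effect and unstimulated DMSO wells for full effect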
Peg3 prom inh – Peg3 promoter activity inhibition | AID 588405 | inhibition, % at 20 µM | 1.7% of 360,000 active | HeLa PEG-Prom luciferase reporter, luminescence, overnight;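 active = inhibition of at least 50% at 20 µM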
TRAIL sens C8 – sensitizes caspase-8 expressing cells to TRAIL; NB7+C8 cells + TRAIL, ATPlite viability luminescence; inhibition (viability loss, TRAIL sensitization), % at 10 µM; 1% of 360,000 active; AID 624354;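 active = compounds causing at least 50% loss of cell viability in the single-dose screen, relative to plate controls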
HIF-2a inh – HIF-2a inhibition; 786-0 RCC cells HIF-2a reporter, luciferase luminescence, overnight; inhibition, % at 18.8 µM; 0.72% of 360,000 active;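 active = inhibition of the luminescence signal of 40% or more relative to plate controls, in a single-dose primary screen at 18.75 µM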
EBV LMP1 NFkB – inhibitors of Epstein-Barr LMP1-induced NF-kappaB reporter; LMP1-induced NF-kappaB luciferase reporter cells, luminescence; inhibition, % at 12.5 µM; 0.69% of 350,000 active; in the data active = inhibition above about 41%;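 also: 0% = neutral control wells and 100% = reference inhibitor control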
KKLEB tox – CF airway cell cytotoxicity counter-screen; KKLEB CF airway cells viability, ATPlite luminescence, overnight; active compounds read low; cells stimulated with P. aeruginosa culture filtrate; AID 602141; activity change (cytotoxicity), % at 5 µM; 0.36% of 360,000 active;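 active = corrected activity change at or below -50% at 5 µM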
NR2E3 ag-2 – human photoreceptor-specific nuclear receptor agonism; Q9Y5X4; CHO-S Gal4-NCOR/VP16-NR2E3 two-hybrid, luciferase; inhibition of corepressor binding, % at 3.98 µM; 0.35% of 360,000 active; AID 602229;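 active = inhibition above the mean of all tested compounds plus 3 SD, cut at about 70% in these data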;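 also: 0% = DMSO with NR2E3 transfected cells and 100% = cells lacking NR2E3 construct; higher means lower luciferase signal from less NR2E3 corepressor binding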
MITF TRPM1 inh – MITF TRPM1 promoter inhibition in SK-MEL-5 cells. SK-MEL-5 TRPM1 promoter luciferase, 24 h. AID 488899. inhibition, % at 12.5 µM. 0.83% of 330,000 active;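 active = mean inhibition across replicates of 60% or more, whatever share of single replicates reaches that level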; also: values of inactives mirror those of a sister screen read the other way
hiPSC survival – enhancers of human iPSC single-cell survival | hiPSC single-cell survival, ATPlite luminescence; 100% = ROCK inhibitor wells, 0% = DMSO | survival enhancement, % at 20 µM | 0.044% of 360,000 active; in the data active = survival enhancement above about 18%;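 also: cells exposed to compounds for 16 hours before the ATP read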
Shn3 inh set2 – Schnurri-3 reporter inhibition in Clone20 osteoblasts; Clone20 osteoblast Shn3 3'UTR firefly luciferase, 24 h; inhibition, % at 12.5 µM; 0.52% of 360,000 active;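 active = mean inhibition of at least 75% with every replicate also reaching 75%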;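 also: 0% = median of neutral control wells and 100% = pilot-screen positive control compound; some compounds past the cut are filed as inactive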
Numbers without * were called inactive; x = no result given.

SMILES	NR2E3 ag-1	CF NFkB block	Peg3 prom inh	TRAIL sens C8	HIF-2a inh	EBV LMP1 NFkB	KKLEB tox	NR2E3 ag-2	MITF TRPM1 inh	hiPSC survival	Shn3 inh set2
CN(C(=O)c1cccc(NC(=O)Cc2ccc(NC(=O)C3CCN(C(=O)C4CCCC4)CC3)cc2)c1)C1CC1	x	21	-3	13	-2	-5	5	-20	-5	-0.1	1
C[C@@H]1CN([C@H](C)CO)C(=O)CCCn2cc(nn2)CO[C@H]1CN(C)C(=O)Nc1ccc(C(C)(C)C)cc1	x	-5	-6	-8	5	x	4	-5	x	0.0	-4
CCOC1=C2[C@@H](CN(S(=O)(=O)c3ccc(C)cc3)[C@H]2c2cccc3ccccc23)[C@H]2C(=O)N(Cc3ccccc3)C(=O)[C@H]2C1	x	7	8	3	-12	x	6	3	x	1.2	-2
COc1cccc(N2C(=O)N(c3ccccc3Cl)C3CS(=O)(=O)CC32)c1 (configuration not stated)	-1	5	22	-6	17	3	-6	16	0	-0.6	-4
O=C(COc1ccccc1-c1ccccc1)N/N=C/c1cccnc1	-2	24	28	-26	4	-4	-9	-8	12	-2.7	20
COc1ccccc1N1CN(S(=O)(=O)c2ccc(C)cc2)c2nc3ccccc3nc21	x	11	15	7	-26	-3	-10	-21	28	-1.3	31
Cc1ccc(S(=O)(=O)Nc2ccccc2C=Nc2cccc(C)c2C)cc1	2	26	18	3	12	-5	23	2	-3	0.8	-17
O=C(Nc1ccc(N2CCCCC2)cc1)c1ccc([N+](=O)[O-])o1	1	96*	106*	31	34	-95	-37	4	52	-0.6	71
COc1ccccc1CNC(=O)[C@H](C)NC(=O)C1CCN(C(=O)[C@@H](N)C(C)C)CC1	2	-6	-3	-7	10	-5	14	4	-4	2.9	-11
O=C(C1CCCCC1)N1CCCc2ccccc21	-1	-2	14	12	-17	-12	6	-44	16	3.6	-8
CCOc1ccc(CCNC(=O)c2cnc(C)cn2)cc1OCC	5	2	3	-7	10	-12	-12	-6	8	-0.4	-4
Cc1[nH]c2ccccc2c(=O)c1CN1CCCCC1	1	6	12	1	20	-4	-12	11	-5	4.8	3
O=C1C2CCCN2C(c2ccccc2)N1c1ccc(F)cc1 (configuration not stated)	-4	19	0	-8	8	5	9	-17	x	-0.8	14
c1ccc2[nH]c(SCc3cn4ccccc4n3)nc2c1	-2	-11	-102	9	-128	-13	8	-46	-25	-1.9	-38
O=C(c1ccc(Cn2c(=O)[nH]c3ccccc3c2=O)cc1)N1CCN(c2ccccn2)CC1	5	8	30	5	25	3	-22	-2	x	2.3	-4

A section from further up, for reference:
SMILES	NR2E3 ag-1	CF NFkB block	Peg3 prom inh	TRAIL sens C8	HIF-2a inh	EBV LMP1 NFkB	KKLEB tox	NR2E3 ag-2	MITF TRPM1 inh	hiPSC survival	Shn3 inh set2
Cc1ccc(S(=O)(=O)Nc2ccccc2C=Nc2cccc(C)c2C)cc1	2	26	18	3	12	-5	23	2	-3	0.8	-17
O=C(Nc1ccc(N2CCCCC2)cc1)c1ccc([N+](=O)[O-])o1	1	96*	106*	31	34	-95	-37	4	52	-0.6	71
COc1ccccc1CNC(=O)[C@H](C)NC(=O)C1CCN(C(=O)[C@@H](N)C(C)C)CC1	2	-6	-3	-7	10	-5	14	4	-4	2.9	-11

Other results follow.
SMILES	NR2E3 ag-1	CF NFkB block	Peg3 prom inh	TRAIL sens C8	HIF-2a inh	EBV LMP1 NFkB	KKLEB tox	NR2E3 ag-2	MITF TRPM1 inh	hiPSC survival	Shn3 inh set2
C=CCN(c1ccccc1)S(=O)(=O)c1cccc(C(=O)NCC(c2ccccc2OC)N2CCCC2)c1 (configuration not stated)	-2	8	20	16	6	-1	-6	-12	7	-0.2	1
CS(=O)(=O)N(CC(=O)N1CCN(Cc2ccccc2)CC1)c1ccc2c(c1)OCCO2	-7	10	12	-3	17	-8	4	-6	10	1.3	-14
COc1ccc(NC(=O)Cc2c[nH]c3ccccc23)cc1S(=O)(=O)N1CCOCC1	2	-2	8	-20	3	0	5	11	4	0.5	-5
Cc1cccc(NC(=S)NC(C)C(c2ccccc2)N2CCN(C)CC2)c1C (configuration not stated)	6	0	-1	-4	22	-3	-2	16	3	-0.4	4
CCCc1nc(NCC2CCCO2)c2nnn(Cc3ccccc3)c2n1 (configuration not stated)	2	-5	20	-3	18	1	5	-12	2	-0.1	7
O=C(O)COc1ccc(NC(=O)c2ccc3c(c2)C(=O)N(C2CCCCC2)C3=O)cc1	-1	-10	9	17	15	-1	13	-10	-3	0.3	6
C=C(CCC(=O)c1ccccc1)C(=O)c1ccccc1	-2	80*	63*	1	-50	6	-40	-17	2	-2.5	69
O=C(Nc1cnn(Cc2ccc(F)cc2)c1)c1cnccn1	2	-9	-13	3	-33	0	-11	-25	-5	2.5	-8
COc1ccc(NC(=O)N(C2CCCCC2)C(C)c2cccnc2)c(OC)c1 (configuration not stated)	0	2	11	-9	9	8	-2	-14	7	6.7	-51
NC(=O)CCNC(=O)c1ccc(Cl)cc1	-5	-10	5	8	-5	0	1	-4	-2	3.6	8
Cc1ccc(Oc2nc(CN3CCOCC3)nc3sc4c(c23)CCC(C)C4)cc1C (configuration not stated)	-3	3	27	23	21	9	6	-17	-5	-1.4	3
COc1ccc(C2=NN(C(=O)CCC(=O)O)C(c3cccs3)C2)cc1OC (configuration not stated)	0	14	10	-1	17	-5	-9	9	-5	-0.3	-17
O=C(CCC(=O)N1CCSc2ccccc21)Nc1ccc(F)cc1	2	-12	7	-7	2	-5	15	-11	x	0.6	-4
COCCN(C(=S)Nc1c(C)cc(C)cc1C)C(C)c1cccnc1 (configuration not stated)	0	3	15	2	17	0	-2	1	12	1.3	11
O=C(COC(=O)c1cccs1)NCC1CCCCC1	2	13	-1	-5	14	6	-8	7	2	0.5	-7
O=C(CCNC(=O)c1ccc(Cl)cc1)NC1CCCCCC1	3	4	-49	-15	-77	-2	-4	-10	-9	-0.1	-7
Cc1ccc(S(=O)(=O)N2CCN(S(=O)(=O)c3ccc4c(c3)OCCO4)CC2)cc1	2	-5	-13	4	3	-1	-4	6	5	2.1	-17
Cc1ccc2nc(NC(=O)C3CCCN3C(=O)OC(C)(C)C)sc2c1 (configuration not stated)	2	14	-50	7	-103	-1	0	-31	-39	0.6	-5
Cc1ccoc1C(=O)Nc1ccc2ccccc2c1	-4	2	-106	54*	-94	6	-22	-110	-3	-0.4	15
COc1cccc(/C=C2\SC(=O)N(CCC(=O)NC3CCS(=O)(=O)C3)C2=O)c1 (configuration not stated)	-3	-26	-46	-21	-62	-11	7	-34	-8	0.7	-19
O=C(C1=C[C@@H](c2ccc(Br)cc2)C[C@@H](OCCCCO)O1)N1CCN(Cc2ccc3c(c2)OCO3)CC1	1	0	15	0	17	8	-2	2	-15	-0.6	23
N#CC/C(N)=N/Nc1nc2ccccc2nc1Cc1ccccc1	1	3	37	10	32	5	1	17	22	-0.1	11
COc1ccc(CCNC(=O)C(=O)Nc2ccc3nc4n(c(=O)c3c2)CCCCC4)cc1OC	5	25	-28	15	-27	-9	-6	-22	-26	-0.1	-3
CCOC(=O)C1[C@H]2C(=O)N(C(C)c3ccc(OC)cc3)C[C@]23C=C[C@H]1O3 (some centres not stated)	0	-22	15	2	18	4	8	-7	-9	0.0	-1
COc1ccccc1CN1CCCC(C(=O)N2CCCCC2)C1 (configuration not stated)	-1	19	-2	3	8	-1	9	-42	3	0.2	10
CCn1nccc1C(=O)Nc1ccc(S(=O)(=O)NC23CC4CC(CC(C4)C2)C3)cc1	1	-6	20	-4	19	8	2	20	1	0.3	67
CCOc1ccc(CCNC(=O)CSC(=S)N2CCCC2)cc1OCC	0	18	17	-10	13	-1	-3	-9	5	-0.6	5
CCCO/N=C1/C(=O)N(c2ccccc2)c2ccccc21	1	1	-1	-9	-29	5	-2	8	-11	1.8	6
O=C(CSc1nnnn1-c1ccc(F)cc1F)Nc1ccccc1F	-1	-16	4	-14	-12	15	3	-41	-7	-0.2	15
NS(=O)(=O)c1ccc(NC(=O)CCCCCN2C(=O)c3ccccc3C2=O)cc1	x	7	3	-5	6	0	-2	7	-6	0.7	10
Cn1c(C(=O)O)c(S(=O)(=O)c2ccc(Cl)cc2)c2ccccc21	0	-2	-17	-16	8	-2	4	24	6	-0.1	-16
NC(=O)NCCC1=CCCCC1	-1	-7	15	-7	14	-1	1	-20	9	-0.1	28
COc1cc(C(=O)NC(CCSC)C(=O)OCC(=O)NC(=O)C2CCCCC2)cc(OC)c1OC (configuration not stated)	-2	-17	17	3	7	-2	12	-14	6	-0.1	16
CC(=O)NCCSc1ccc(S(=O)(=O)N2CCCC2)cn1	3	2	20	-4	6	-1	4	3	-8	1.2	8
COc1ccc(NC(=O)CN(c2ccccc2C)S(C)(=O)=O)c(OC)c1	1	1	33	-11	12	1	-8	-11	9	-0.2	5
O=C(Cc1ccc(F)cc1)N/N=C/c1ccc(-c2ccc(Cl)c(C(=O)O)c2)o1	0	10	16	-6	6	7	0	8	1	0.4	-7
OC(c1ccccc1)(c1ccccc1)c1nccc2ccccc12	x	13	-14	7	-11	-82	-12	7	-9	-2.1	20

Among those listed so far, these have an aryl thioether with sulfur outside any ring:
SMILES	NR2E3 ag-1	CF NFkB block	Peg3 prom inh	TRAIL sens C8	HIF-2a inh	EBV LMP1 NFkB	KKLEB tox	NR2E3 ag-2	MITF TRPM1 inh	hiPSC survival	Shn3 inh set2
c1ccc2[nH]c(SCc3cn4ccccc4n3)nc2c1	-2	-11	-102	9	-128	-13	8	-46	-25	-1.9	-38
O=C(CSc1nnnn1-c1ccc(F)cc1F)Nc1ccccc1F	-1	-16	4	-14	-12	15	3	-41	-7	-0.2	15
CC(=O)NCCSc1ccc(S(=O)(=O)N2CCCC2)cn1	3	2	20	-4	6	-1	4	3	-8	1.2	8

Filtered by structure: those above containing an NH in an aromatic ring.
SMILES	NR2E3 ag-1	CF NFkB block	Peg3 prom inh	TRAIL sens C8	HIF-2a inh	EBV LMP1 NFkB	KKLEB tox	NR2E3 ag-2	MITF TRPM1 inh	hiPSC survival	Shn3 inh set2
Cc1[nH]c2ccccc2c(=O)c1CN1CCCCC1	1	6	12	1	20	-4	-12	11	-5	4.8	3
c1ccc2[nH]c(SCc3cn4ccccc4n3)nc2c1	-2	-11	-102	9	-128	-13	8	-46	-25	-1.9	-38
O=C(c1ccc(Cn2c(=O)[nH]c3ccccc3c2=O)cc1)N1CCN(c2ccccn2)CC1	5	8	30	5	25	3	-22	-2	x	2.3	-4
COc1ccc(NC(=O)Cc2c[nH]c3ccccc23)cc1S(=O)(=O)N1CCOCC1	2	-2	8	-20	3	0	5	11	4	0.5	-5

This is a subset, so the mix of outcomes need not match the whole.
